Source: PubChem BioAssay
GluA2 TARP mod – GluA2-stargazin AMPA receptor complex modulation; calls only at 30 µM; O88602+P19491; hit rate 3.5% among 40,000; HEK293 GluA2+stargazin, membrane potential dye (FDSS), glutamate EC50; hits were called plate by plate, in both directions;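 active = any of four per-well response measures lying three or more SD from its plate-wide compound average, in either direction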
Target sequence (O88602 whole entry, looked up): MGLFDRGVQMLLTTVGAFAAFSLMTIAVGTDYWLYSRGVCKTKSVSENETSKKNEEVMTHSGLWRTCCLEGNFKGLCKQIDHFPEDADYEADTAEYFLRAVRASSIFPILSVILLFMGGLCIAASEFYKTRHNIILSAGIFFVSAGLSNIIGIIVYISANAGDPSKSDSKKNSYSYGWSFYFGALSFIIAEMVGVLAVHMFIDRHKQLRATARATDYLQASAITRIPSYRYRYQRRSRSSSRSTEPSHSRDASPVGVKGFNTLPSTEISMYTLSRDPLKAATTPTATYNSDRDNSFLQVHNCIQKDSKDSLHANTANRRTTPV
Target sequence (P19491 whole entry, looked up): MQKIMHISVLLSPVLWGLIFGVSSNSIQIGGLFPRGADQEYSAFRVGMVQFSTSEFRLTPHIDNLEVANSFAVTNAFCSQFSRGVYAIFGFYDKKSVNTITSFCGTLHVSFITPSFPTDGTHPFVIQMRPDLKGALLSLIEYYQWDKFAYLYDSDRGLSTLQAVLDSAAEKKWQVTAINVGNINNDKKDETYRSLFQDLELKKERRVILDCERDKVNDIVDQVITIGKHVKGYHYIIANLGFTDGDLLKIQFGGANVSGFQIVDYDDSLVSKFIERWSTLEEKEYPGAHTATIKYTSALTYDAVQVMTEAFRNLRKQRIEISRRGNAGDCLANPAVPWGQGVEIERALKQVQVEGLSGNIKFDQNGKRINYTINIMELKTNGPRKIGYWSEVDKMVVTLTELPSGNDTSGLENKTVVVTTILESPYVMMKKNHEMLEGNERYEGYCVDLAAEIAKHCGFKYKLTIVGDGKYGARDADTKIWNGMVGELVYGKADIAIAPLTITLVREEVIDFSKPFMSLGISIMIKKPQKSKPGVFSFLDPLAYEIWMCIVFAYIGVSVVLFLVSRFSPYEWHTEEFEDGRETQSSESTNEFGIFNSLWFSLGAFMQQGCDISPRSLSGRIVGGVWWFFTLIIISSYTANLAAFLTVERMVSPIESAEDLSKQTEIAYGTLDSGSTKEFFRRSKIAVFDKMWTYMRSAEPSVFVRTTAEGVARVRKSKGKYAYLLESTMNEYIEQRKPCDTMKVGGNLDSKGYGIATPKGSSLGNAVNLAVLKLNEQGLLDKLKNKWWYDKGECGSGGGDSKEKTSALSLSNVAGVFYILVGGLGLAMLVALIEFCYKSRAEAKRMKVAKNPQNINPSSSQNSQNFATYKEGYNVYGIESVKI
GluA2 TARP mod agonism max-min – also measured in GluA2 TARP mod; calls as there; compound max-min signal; compound-alone response (agonism);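 unitless range of fluorescence divided by baseline over first 100 seconds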
GluA2 TARP mod glutamate slope – second read-out of GluA2 TARP mod, no call of its own (marks repeat the call); glutamate slope, % of max; measured here: glutamate response slope, % max;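 scaled per plate between vehicle wells and maximal 1 mM glutamate control wells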
An asterisk follows results filed as active; i = inactive; + = active, no number; & = joins results of further samples.

SMILES | GluA2 TARP mod | GluA2 TARP mod agonism max-min | GluA2 TARP mod glutamate slope
COc1ccc(C(=O)Nc2ccc3c(c2)CCC(=O)N3CCC(C)C)cc1OC | i | 0.083 | 15
NC(=O)c1oc2ccccc2c1NC(=O)C(=O)NCCc1ccc(S(N)(=O)=O)cc1 | i | 0.11 | 58
CCOc1ccccc1NC(=O)CCN1C(=O)c2ccccc2S1(=O)=O | i | 0.05 | 49
O=C(/C=C/c1ccco1)N1CCC(CNS(=O)(=O)Cc2ccccc2)CC1 | i | 0.072 | 42
CC(=O)Nc1ccc(S(=O)(=O)N2CCN(C(=O)N3CCCCCC3)CC2)cc1 | i | 0.091 | 61
COc1ccccc1CCNC(=O)Cn1nc(C(=O)N2CCN(C)CC2)cc1C | i | 0.083 | 64
COc1cc(NS(=O)(=O)c2ccc3ccccc3c2)ccc1N1CCCC1=O | i | 0.034 | 55
COC(=O)c1ccc(NC(=O)CSc2ccc(NC(=O)c3ccco3)nn2)cc1 | + | 0.043* | 47*
O=C(NCC1CCN(C(=O)COc2ccccc2)CC1)c1ccc(Br)o1 | i | 0.082 | 64
COc1ccccc1-n1nnc(C(=O)Nc2ccc(NC(C)=O)cc2)c1C | i | 0.08&0.043 | 42&76
COc1ccc(-c2nnc3ccc(OCCNC(=O)Nc4ccc(F)cc4)nn23)cc1 | + | 0.21* | 62*
CS(=O)(=O)c1ccccc1C(=O)N(CCN1CCOCC1)c1nc2ccccc2s1 | i | 0.066 | 42
O=C(Nc1cccc([N+](=O)[O-])c1)c1ccc(-c2ccccc2Cl)o1 | i | 0.074 | 22
Cc1cc(C)c(S(=O)(=O)NCC(O)(c2ccccc2)C2CC2)cc1C (configuration not stated) | i | 0.15 | 60
CCOc1ccc(OCCNC(=O)c2ccc([N+](=O)[O-])c(C)c2)cc1 | i | 0.12 | 22
Cc1nnc(NC(=O)CSc2nnc(-c3ccncc3)o2)s1 | i | 0.025 | 48
O=C1c2cc(NS(=O)(=O)/C=C/c3ccccc3)ccc2OCCC2CCCCN12 (configuration not stated) | i | 0.071 | 76
CNC(=O)Cc1ccc(NC(=O)c2ccc(Br)o2)cc1 | i | 0.092 | 67
C=CCNC(=O)CSc1nnnn1-c1cccc(C)c1 | i | 0.077&0.042 | 54&105
NC(=O)c1ccc(NC(=O)CSc2nnc(-c3cccnc3)o2)cc1 | i | 0.053 | 41

Exported field by field: entries from further up.
CCOc1ccccc1NC(=O)CCN1C(=O)c2ccccc2S1(=O)=O
  GluA2 TARP mod: i
  GluA2 TARP mod agonism max-min: 0.05
  GluA2 TARP mod glutamate slope: 49
O=C(/C=C/c1ccco1)N1CCC(CNS(=O)(=O)Cc2ccccc2)CC1
  GluA2 TARP mod: i
  GluA2 TARP mod agonism max-min: 0.072
  GluA2 TARP mod glutamate slope: 42

(listing goes on)
SMILES | GluA2 TARP mod | GluA2 TARP mod agonism max-min | GluA2 TARP mod glutamate slope
Cn1nc(NC(=O)CSCc2ccccc2)c2c1NC(=O)CC2c1ccco1 (configuration not stated) | i | 0.13 | 68
CSc1ccccc1CN1CCC(CNS(=O)(=O)c2c(F)cccc2F)CC1 | i | 0.085 | 49
O=S(=O)(Nc1ccc(O)c2ccccc12)c1cccc2ccccc12 | i | 0.12 | 29
COc1ccc(Nc2nnc(-c3ccc(NC(=O)C(=O)NCc4ccncc4)cc3)s2)cc1 | i | 0.12 | 45
COc1ccccc1-c1cnn2c(Nc3ccccc3)cc(C)nc12 | i | 0.13 | 59
CCn1nccc1C(=O)Nc1ccccc1Oc1ccccc1 | i | 0.068 | 66
CCc1ccc(OCCS(=O)(=O)N2CCN(c3ncccn3)CC2)cc1 | i | 0.14 | 65
CCS(=O)(=O)c1cccc(C(=O)N(CCN2CCOCC2)c2nc3cc(OC)ccc3s2)c1 | i | 0.027 | 38
O=C(Nc1ccc2c(c1)CCCN2C(=O)c1ccco1)c1ccc(Cl)cc1 | i | 0.13 | 61
CC(C)Oc1ccc(C(=O)N(Cc2cccs2)C2CCS(=O)(=O)C2)cc1 (configuration not stated) | i | 0.024 | 39
Cc1onc(-c2ccccc2Cl)c1C(=O)NCC(c1cccn1C)N1CCOCC1 (configuration not stated) | i | 0.048 | 49
O=C(CSc1ccc(NC(=O)c2ccco2)nn1)NCc1ccco1 | i | 0.097 | 43
Cc1nc(NC(=O)c2nc(-c3cnccn3)no2)sc1C(=O)N(C)C | i | 0.13 | 53
COc1ccc(OC)c2sc(N(CCN3CCOCC3)C(=O)/C=C/c3cccc([N+](=O)[O-])c3)nc12 | i | 0.2 | 66
CC(C)(C)c1ccc(S(=O)(=O)N2CCN(CCn3cccn3)CC2)cc1 | i | 0.15 | 81
COc1cc(S(=O)(=O)n2cnc(C)c2)ccc1Br | i | 0.11 | 48
O=C(CN1CCCCCC1)Nc1cc(C(F)(F)F)ccc1Cl | i | 0.055 | 55
COc1ccccc1NC(=O)C1CCN(c2ccc(-c3cccs3)nn2)CC1 | i | 0.13 | 75
COC(=O)c1ccc2c(=O)n(CC(=O)N3CCc4ccccc4C3)c(=S)[nH]c2c1 | i | 0.053 | 68
Cc1ccc([N+](=O)[O-])cc1NC(=O)C(=O)NCCCn1ccnc1 | i | 0.21 | 65
O=C(c1cc2ccccc2[nH]1)N1CCC(Cn2cnc3ccccc32)CC1 | i | 0.11 | 77
COc1ccccc1CNC(=O)C(=O)Nc1ccc(N2CCCS2(=O)=O)cc1 | i | 0.047 | 32
Cc1c(C(=O)N(C)C2CCS(=O)(=O)C2)nnn1-c1ccc(Cl)cc1 (configuration not stated) | i | 0.1 | 64
Cc1nc2ncnn2c(C)c1CCC(=O)O | i | 0.12 | 54
O=C(CCN1C(=O)c2ccccc2S1(=O)=O)Nc1ccc(F)c(F)c1 | i | 0.072 | 65
COC(=O)c1sccc1S(=O)(=O)Nc1ccccc1F | i | 0.11 | 68
COc1ccc(NC(=O)N2CCC(c3ccsc3)CC2)cc1 | i | 0.1 | 57
CSc1ccc(CC(=O)Nc2sc3c(c2C(N)=O)CCN(C(C)=O)C3)cc1 | i | 0.15 | 63
COc1cn(CC(=O)Nc2ccc(Br)cc2)c(CSc2ccccc2)cc1=O | i | 0.047 | 56
O=C(Cc1ccc(NS(=O)(=O)Cc2ccccc2)cc1)N1CCOCC1 | i | 0.13 | 55
CC(C)(C)OC(=O)N1CC(C(=O)O)C1 | i | 0.032 | 45
CC1CC(=O)Nc2c1c(NC(=O)C1CC(=O)N(c3ccc(F)cc3)C1)nn2C (configuration not stated) | i | 0.1 | 63
O=C(Nc1ccc2c(c1)N(C(=O)C1CC1)CC2)c1c(F)cccc1Cl | i | 0.08 | 58
Cn1cc(C(=O)NC2CCCCCC2)c2[nH]c(=O)n(Cc3ccccc3)c(=O)c21 | i | 0.14 | 62
COC(=O)c1sccc1S(=O)(=O)N1CCC(c2nnc(C3CC3)o2)CC1 | i | 0.07 | 59
CN1CCCc2cc(CCNC(=O)C(=O)Nc3ccccc3Cl)ccc21 | i | 0.071 | 53
Cc1ccc(-n2ncc3c(=O)n(CC(=O)N4CCCc5ccccc54)cnc32)cc1C | i | 0.056 | 39
c1csc(Cc2noc(C3CNC3)n2)c1 | i | 0.026 | 45
O=C(NCc1cccnc1)C1CCN(c2ccc(-c3cccs3)nn2)CC1 | i | 0.13 | 52
CC(C)C(=O)Nc1ccc(C(=O)NCCNC(=O)C(c2ccccc2)c2ccccc2)cc1 | i | 0.09 | 55

Reformatted tab-delimited: part of the list above
Compound	GluA2 TARP mod	GluA2 TARP mod agonism max-min	GluA2 TARP mod glutamate slope
c1csc(Cc2noc(C3CNC3)n2)c1	i	0.026	45
O=C(NCc1cccnc1)C1CCN(c2ccc(-c3cccs3)nn2)CC1	i	0.13	52
CC(C)C(=O)Nc1ccc(C(=O)NCCNC(=O)C(c2ccccc2)c2ccccc2)cc1	i	0.09	55

Continued:
SMILES | GluA2 TARP mod | GluA2 TARP mod agonism max-min | GluA2 TARP mod glutamate slope
Cc1ccc(Nc2cc(Cl)nc(N)n2)cc1Cl | i | 0.12 | 58
CC(C)(C)c1cc(NC(=O)c2csc(-c3cnccn3)n2)on1 | i | 0.21 | 69
Cc1cccc(Nc2ncnc3c2nnn3C)c1 | i | 0.053 | 57
CC(=O)Cc1nsc(NC(=O)c2cc(-c3ccc(Cl)cc3)oc2C)n1 | i | 0.1 | 35
O=C(c1ccccc1)N1CCCc2ccc(NS(=O)(=O)c3ccc(F)cc3)cc21 | i | 0.09 | 47
O=C(NCC(O)(c1ccco1)C1CC1)C1(c2ccc(Cl)cc2)CCCC1 (configuration not stated) | i | 0.034 | 72
C=CCn1c(C2CC(=O)N(c3ccc(C)c(Cl)c3)C2)nc2ccccc21 (configuration not stated) | i | 0.088 | 67
COc1ccccc1CNC(=O)C(=O)Nc1cc([N+](=O)[O-])ccc1C | i | 0.13 | 74
O=C(c1cnn2c(C(F)F)cc(-c3ccccc3)nc12)N1CCc2ccccc21 | i | 0.036 | 51
COc1ccc(OC)c(NC(=O)C(=O)NCC2CCN(Cc3cccs3)CC2)c1 | i | 0.075 | 54
O=C1CN(C(=O)C2CN(C(=O)c3cnccn3)C2)CCN1 | i | 0.075 | 50
Cc1cc(C)c(S(=O)(=O)Nc2ccc3c(c2)N(S(C)(=O)=O)CCC3)c(C)c1 | i | 0.058 | 72
CC(C)c1ccccc1NC(=O)c1cc(-c2cccs2)nn1C | i | 0.051 | 55
Cc1cccc(CS(=O)(=O)N2CCN(CCn3cccn3)CC2)c1 | i | 0.16 | 72
c1ccc(-c2[nH]ncc2-c2nc(-c3ccc4c(c3)OCO4)no2)cc1 | i | 0.11 | 54
COc1ccccc1NC(=O)NCC(c1cccn1C)N1CCCC1 (configuration not stated) | i | 0.075 | 60
CCOc1ccccc1C(=O)NCC1CCN(c2ncccn2)CC1 | + | 0.031* | 62*
CC1Cc2c(NC(=O)c3cccn(C)c3=O)nn(C)c2NC1=O (configuration not stated) | i | 0.13 | 53
COc1ccc(C(=O)NCCNc2ccc(Nc3ccccn3)nn2)cc1 | i | 0.13 | 48
COc1ccc(CCNC(=O)N2CCC(c3nnc(-c4ccc(F)cc4)o3)CC2)cc1 | i | 0.06 | 68

3 structures out of the list, sorted by molar mass, rising:
SMILES | GluA2 TARP mod | GluA2 TARP mod agonism max-min | GluA2 TARP mod glutamate slope
O=C1CN(C(=O)C2CN(C(=O)c3cnccn3)C2)CCN1 | i | 0.075 | 50
CCOc1ccccc1C(=O)NCC1CCN(c2ncccn2)CC1 | + | 0.031* | 62*
Cc1cccc(CS(=O)(=O)N2CCN(CCn3cccn3)CC2)c1 | i | 0.16 | 72

The list goes on.
SMILES | GluA2 TARP mod | GluA2 TARP mod agonism max-min | GluA2 TARP mod glutamate slope
COc1ccc(S(=O)(=O)N2CCCc3cc(NS(=O)(=O)c4ccc(Cl)cc4)ccc32)cc1 | i | 0.11 | 68
CCCCc1ccc(-n2c(C)c(C)n3c4c(=O)n(CCOCC)c(=O)n(C)c4nc23)cc1 | i | 0.088 | 86
COc1cccc(C(CNS(=O)(=O)c2cc(OC)ccc2OC)N2CCOCC2)c1 (configuration not stated) | i | 0.045 | 40
CC1CCCCN1CC(O)COc1ccccc1-c1ccccc1 (configuration not stated) | i | 0.11 | 46
CCn1c(=O)c2c(nc3n(CCCOC)c(C)c(C)n23)n(C)c1=O | i | 0.097 | 50
COC(=O)C12CC3CC(CC(NC(=O)c4nc5ccccc5s4)(C3)C1)C2 | i | 0.12 | 43
COc1ccc(NC(=O)CSc2ncc(S(=O)(=O)c3cccc(Cl)c3)c(=O)[nH]2)cc1OC | i | 0.095 | 47
CCCCn1c(=O)c2c(nc3n(C4CCCC4)c(C)cn23)n(C)c1=O | i | 0.032 | 33
CC1(C)CC(=O)C(C(C2=C(O)CC(C)(C)CC2=O)c2cccnc2)C(=O)C1 (configuration not stated) | i | 0.028 | 32
Cc1cccc(NC(=O)CC2CCCCN2S(=O)(=O)c2cccs2)c1C (configuration not stated) | + | 0.072* | 53*
COC(=O)c1ccc(Cn2cnc3c(nnn3C)c2=O)o1 | i | 0.1 | 51
O=C(Nc1ccc2c(c1)CN(C(=O)C1CC1)CC2)c1cnc2ccccc2n1 | i | 0.08 | 58
COc1ccc(-c2ccc(N3CCC(C(=O)N4CCc5ccccc5C4)CC3)nn2)cc1 | i | 0.14 | 78
O=C(Cc1csc(-n2cccc2)n1)NCc1ccccc1 | i | 0.14 | 59
COc1cccc(OCCN2CCN(C(=O)c3cc4cccc(OC)c4oc3=O)CC2)c1 | i | 0.045 | 61
Cn1nc2c(c1NC(=O)c1ccc(S(=O)(=O)N3CCCC3)cc1)CCC2 | i | 0.086 | 51
CCC(C)Nc1nc2c(c(=O)n(Cc3ccc(C)cc3)c(=O)n2C)n1C (configuration not stated) | i | 0.14 | 39
CCc1ccc2nc(N(CCN3CCOCC3)C(=O)C3COc4ccccc4O3)sc2c1 (configuration not stated) | i | 0.03 | 52
O=S(=O)(Cc1ccc(F)cc1)NCCN1CCC(c2cccs2)CC1 | i | 0.063 | 55
COc1ccc(Nc2cc(C)nc(NCCNC(=O)COc3nccc(C)n3)n2)cc1 | i | 0.041 | 64
O=C(Cn1nc(C(=O)N2CCOCC2)cc1C1CC1)Nc1ccc(F)c(F)c1F | i | 0.1 | 59
O=S(=O)(Cc1ccccc1)N1CCN(c2ccc(N3CCCC3)nn2)CC1 | i | 0.096 | 61
CCOc1ccc(OCC)c(S(=O)(=O)N(C)C2CCCCC2)c1 | i | 0.078 | 73

A portion of the library, so the mix of outcomes need not match the whole.
